# HttQ103 aggreg – inhibitors of mutant huntingtin aggregate formation in PC12 cells; PC12 HttQ103-GFP aggregates, Acumen cytometry, 40 h; Potency, µM (series often up to 46.1 µM), for the others: at the highest dose activity change, negative = inhibition, most hits filed as inhibitors; 220,000 compounds, 1.1% hits; also: potency is read from the fitted curve at half-maximal effect; % is scaled to controls: 0 for no effect and ±100 for the full control effect; nearly all actives have a fitted effect of over 60% in size
#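 Aggregate formation scored by laser-scanning cytometer (488 excitation, 500–530 emission) in lysed PC12 cells expressing Q103-GFP after 100 nM tebufenozide induction; library tested in dose series, with ATPLite reagent added in the multiplex.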
# CBFb RUNX1 block – CBF-beta/RUNX1 interaction disruption. 230,000 tested, under 10 active. Potency, µM (highest dose often 59.8 µM), for inactives: at the highest dose activity, negative = inhibition, usual class: inhibitors. AlphaScreen CBFb-His/RUNX1-biotin binding, biochemical. Q01196+Q13951; also: % of control where 0% means no effect
# Target sequence (Q01196 whole entry, looked up): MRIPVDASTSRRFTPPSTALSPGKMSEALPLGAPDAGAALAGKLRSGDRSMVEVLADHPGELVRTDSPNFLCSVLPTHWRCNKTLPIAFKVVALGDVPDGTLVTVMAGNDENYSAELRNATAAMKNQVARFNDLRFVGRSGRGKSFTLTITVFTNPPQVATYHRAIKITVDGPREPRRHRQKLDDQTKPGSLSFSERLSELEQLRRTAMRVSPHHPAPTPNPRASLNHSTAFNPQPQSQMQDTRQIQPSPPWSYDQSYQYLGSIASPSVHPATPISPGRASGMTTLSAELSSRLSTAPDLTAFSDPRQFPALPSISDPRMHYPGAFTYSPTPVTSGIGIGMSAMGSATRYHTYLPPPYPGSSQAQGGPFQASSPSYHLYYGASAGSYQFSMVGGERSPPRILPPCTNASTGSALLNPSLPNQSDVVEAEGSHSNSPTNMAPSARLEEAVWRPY
# Target sequence (Q13951 whole entry, looked up): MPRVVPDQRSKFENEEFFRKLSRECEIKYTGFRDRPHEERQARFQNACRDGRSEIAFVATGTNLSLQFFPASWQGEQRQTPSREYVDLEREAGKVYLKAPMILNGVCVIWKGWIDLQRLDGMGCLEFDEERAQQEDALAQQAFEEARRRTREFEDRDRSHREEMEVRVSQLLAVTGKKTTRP
#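 Read-out: AlphaScreen. Format: His-CBF-beta with biotinylated RUNX1 (30 nM each) preincubated 20 min, compound 15 min, Ni-chelate plus streptavidin beads 90 min; room temperature throughout.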
# NPSR antag – antagonists of human neuropeptide S receptor cAMP signaling | AID 1461 | CHO-NPSR cells, cAMP TR-FRET, antagonist mode | 220,000 compounds, 1% hits | Q6W5P4 | Potency, µM (doses to about 38.3 µM), for the others: at the highest dose activity change, negative = inhibition, hits mostly inhibitors; also: potency is read from the fitted curve at half-maximal effect; % is scaled to controls: 0 for no effect and ±100 for the full control effect; nearly all actives have a fitted effect of over 50% in size; many of its hits are not listed in these tables
# Target sequence (Q6W5P4 whole entry, looked up): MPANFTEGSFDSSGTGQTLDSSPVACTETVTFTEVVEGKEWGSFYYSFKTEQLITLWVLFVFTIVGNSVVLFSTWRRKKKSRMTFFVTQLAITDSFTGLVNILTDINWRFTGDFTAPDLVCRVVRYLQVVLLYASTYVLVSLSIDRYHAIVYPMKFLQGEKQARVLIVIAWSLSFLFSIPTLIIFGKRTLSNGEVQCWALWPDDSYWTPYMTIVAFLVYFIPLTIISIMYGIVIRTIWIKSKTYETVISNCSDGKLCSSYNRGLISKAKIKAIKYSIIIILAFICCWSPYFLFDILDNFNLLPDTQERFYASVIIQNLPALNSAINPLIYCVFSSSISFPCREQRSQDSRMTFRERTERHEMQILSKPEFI
# Luc counter – blocks Kinase-Glo luciferase, a counter-screen artifact; Kinase-Glo luciferase, ATP luminescence, 8 min; Q27757; Potency, µM (series often up to 38.3 µM), for inactives: top-dose activity change, negative = inhibition, usual class: inhibitors; 200,000 compounds, 0.28% hits; also: potency is read from the fitted curve at half-maximal effect; % is scaled to controls: 0 for no effect and ±100 for the full control effect; nearly all actives have a fitted effect of over 60% in size
#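 Compounds were added to a substrate mix at pH 7.2 (50 mM imidazole, 10 uM ATP, within the enzyme's linear range), followed by Kinase-Glo detection reagent; luminescence was measured after 8 minutes at ambient temperature.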
# IMPase Li cell – cell-permeable IMPase inhibitors with lithium potentiation; 210,000 compounds, 0.35% hits; Potency, µM (top dose mostly 59.4 µM), for inactives: at the highest dose activity, negative = IMPase inhibition, most hits filed as inhibitors; CHO-M1 cells, IP1 TR-FRET (IP-One), carbachol + lithium; AID 1457;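 also: IP1 builds up when IMPase is blocked and the TR-FRET signal falls; potency is read from the fitted curve at half-maximal effect; plate controls were basal vehicle for no effect and high inhibitor control for full effect; nearly all actives have a fitted effect of over 50% in size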
#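 Concentration–response in CHO-M1 cells, lithium-potentiated; 30 min at 37C. IP1 detected by competitive TR-FRET after 10 min lysis at RT. Hill-fitted AC50.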
# L3MBTL1 block – inhibitors of human L3MBTL1; 230,000 compounds, 0.66% hits; Potency, µM (titrated, usually from 57.1 µM), inactives show at the highest dose activity, negative = inhibition, most hits filed as inhibitors; AlphaScreen L3MBTL1–H3K9me1 peptide binding; AID 485360; also: potency is read from the fitted curve at half-maximal effect; % is scaled to controls: 0 for no effect and ±100 for the full control effect; nearly all actives have a fitted effect of over 60% in size
#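 First, the protein-peptide complex forms for 30 min at room temperature (L3MBTL1 50 nM, biotinylated H3K9me1 peptide 75 nM). Next, compounds are pin-transferred and incubated 30 min. Finally, AlphaScreen beads are added and read after 30 min.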
# Epigenetic derep – epigenetic control regulation, reporter derepression; murine LDR cells, GFP reporter derepression, 30 h; Potency, µM (top dose mostly 53.9 µM), for the others: at the highest dose GFP activation, most hits filed as activators; 280,000 compounds, 0.2% hits; also: potency is read from the fitted curve at half-maximal effect; % of control where 0% means no effect; nearly all actives have a fitted effect of over 60% in size
#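 Murine LDR cells carrying a silenced, genomically integrated CMV-driven GFP reporter were exposed to compound for 30 hours at 37 C. After PBS washes, GFP-positive cells (20–120 um objects) were counted by laser-scanning microplate cytometry.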
# * = called active by the depositor; ? = inconclusive; nt = not tested or not shown; & = joins results of further samples; [ ] = dose if it differs, or a comment. Calls follow the shape of the dose curve; as a rule, active = well fitted curve in the direction sought with a large enough effect; inconclusive = small, poorly fitted or top-dose-only effect, or another doubt; inactive = no such curve, though single readings can be large; an effect the other way counts as inactive or inconclusive. A portion of the library (hit frequency here may not be typical).
SMILES,HttQ103 aggreg,CBFb RUNX1 block,NPSR antag,Luc counter,IMPase Li cell,L3MBTL1 block,Epigenetic derep
O=C(c1cccc(S(=O)(=O)N2CCCC2)c1)N1CCCc2ccccc21,2%,-8%,2%,nt,-2%,nt,0.9%
C/C(Cl)=C/Cn1c(SC(C)C)nc2c1c(=O)[nH]c(=O)n2C,-15%,4%,-11%[46.1 µM],-3%,-5%[38.3 µM],nt,-1.0%
O=c1ccc(-c2ccccc2)n[nH]1,0%,9%,0%[46.1 µM],2%[7.66 µM],-8%,nt,-2.9%
CCn1c(=S)[nH]c2cc(C(=O)O)ccc21,11%,4%,15%,2%,-14%,nt,-9.2%
O=C(OCCN1CCN(c2ncc(C(F)(F)F)cc2Cl)CC1)c1ccc(Cl)cc1,5%,-10%,17%[46.1 µM],4%,2%,7%,-0.9%
CCc1nnc(NC(=O)CSc2ncnc3c2oc2ccccc23)s1,?,-1%,-8%[46.1 µM],2%,-7%[38.3 µM],nt,3.6%
NC(N)=Nc1ccc(Cl)cc1,nt,-2%[21.7 µM],nt,-1%,4%,nt,-1.5%
COc1ccc(NC(=O)CN(C)C2CCCCC2)cc1Cl,13%[9.22 µM],1%,-6%,nt,nt,11%,-0.3%
OCCC1CN(Cc2cccc3c2OCO3)CCN1C1CCCCC1 (stereo unspecified),-4%[9.22 µM],6%,5%,-2%,13%,5%,3.9%
O=C(Nc1ccc(F)c([N+](=O)[O-])c1)C(=O)c1c(O)[nH]c2ccccc12,23%,1%,-30%,1%,-1%,9%,-5.1%
Cc1cc(Cl)c(S(=O)(=O)Nc2ccc3c(c2)OCO3)cc1OCC(=O)NC1CCCCC1,-30%,-6%,-26%[46.1 µM],19%,30%[activator][38.3 µM],nt,-4.3%
O=C1NC(=NCc2ccccc2)S/C1=C/c1ccc(O)cc1,7%,-1%,-18%,-37%,-7%,-4%,1.0%
NC(=O)CCN1CCN(Cc2nc(C(c3ccccc3)c3ccccc3)no2)CC1,15%,14%,-17%,-1%,18%,-2%,-4.6%
CC(=O)C1=C(O)C(=O)N(c2ccc(S(=O)(=O)Nc3nccs3)cc2)C1c1ccc(F)cc1 (stereo unspecified),3%[9.22 µM],1%,-28%,nt,nt,-10%,3.2%
Cc1nn(-c2ccccc2)c(C)c1NC(=O)c1cccs1,-1%,-5%,-3%[46.1 µM],0%,9%[38.3 µM],nt,0.7%
CCn1c(-c2ccc(-c3ccccc3)cc2)c[nH]c1=S,-17%,-14%,-16%[46.1 µM],-6%,30%[38.3 µM],nt,-3.6%
COC(=O)[C@@H]1C[C@@]2(O)[C@H](O)[C@H](O)[C@H](O)C[C@H]2N1Cc1cc(OC)cc(OC)c1,-4%[9.22 µM],-13%&11%,17%,-3%,-3%,nt,4.8%&-0.7%
COc1ccc(C)cc1NC(=O)c1cc2c(CO)cnc(C)c2oc1=N,3%,4%[2.36 µM],-7%,1%,11%,4%,-1.7%
COc1cccc(NC(=O)N2CCN(S(C)(=O)=O)CC2)c1,19%[9.22 µM],0%,9%,3%,-2%,2%,-1.3%
O=C1c2ccccc2C(=Nc2ccccc2)C1c1cccc(Br)c1 (stereo unspecified),-14%,-5%,-5%[46.1 µM],-3%,14%[38.3 µM],-5%,0.9%
COC(=O)c1ccsc1NC(=O)c1ccc(Cl)s1,5%[9.22 µM],3%,-22%,nt,nt,nt,2.4%
CCN(CC(=O)NCCc1ccc(S(N)(=O)=O)cc1)Cc1nc2cc(OC)c(OC)cc2c(=O)[nH]1,16%,-15%,11%[46.1 µM],-3%,26%[38.3 µM],nt,-1.0%
Cc1cccc(NC(=O)C(Cc2ccccc2)n2cccc2)c1 (stereo unspecified),-10%[9.22 µM],0%,-21%,nt,nt,nt,3.8%
COC(=O)CSC(C(=O)Nc1ccc(C)c(C)c1)c1ccccc1 (stereo unspecified),1%,4%,-16%[46.1 µM],2%,1%[38.3 µM],5%,-1.2%
CC(=O)N(c1ccccc1)c1nnc(-c2cnc(C)cn2)s1,-1%[9.22 µM],-3%,8%,1%,0%,8%,0.3%
# Later entries
SMILES,HttQ103 aggreg,CBFb RUNX1 block,NPSR antag,Luc counter,IMPase Li cell,L3MBTL1 block,Epigenetic derep
Cc1ccc(C(=O)NC(=S)Nc2nc(-c3cccc([N+](=O)[O-])c3)cs2)c(Cl)c1,?,-9%,-49%,-1%,9%,nt,3.5%
CC(=O)Nc1cc(-c2nn3c(C)nnc3s2)ccc1C,14%,-2%,15%[46.1 µM],2%,0%[38.3 µM],-2%,0.8%
Cc1ccc(COc2ccsc2C(=O)NNC(N)=S)cc1,13%,2%,0%,3%,10%,-1%,-5.1%
CCc1nc2sc(C(=O)O)c(N)c2c2c1CCCC2,-6%[9.22 µM],3%,32%,nt,nt,-2%,0.5%
CCCCCCCc1nc2c(=O)n(C)c3ccccc3c2o1,1%[1.84 µM],5%,-10%[46.1 µM],6%,11%[38.3 µM],nt,-1.0%
COc1ccc2oc(=O)cc(C)c2c1,-4%,-1%,-2%[46.1 µM],-1%,4%[38.3 µM],11%,-0.9%
Cc1nc(NC(=O)C23CC4CC(CC(C4)C2)C3)sc1Cc1ccc2c(c1)OCO2,?,-5%,?,nt,nt,-1%,-0.9%
O=C(c1ccc2c(c1)OCCO2)N(c1ccccn1)C1CCCCC1,21%,-4%,-2%[46.1 µM],1%,9%[38.3 µM],-2%,0.8%
Cc1nnc(N/N=C/c2c[nH]c3ccccc23)[nH]c1=O,-15%[9.22 µM],13%,7%,nt,nt,nt,8.2%
CNC(=S)NNC(=O)c1cccs1,2%[9.22 µM],-1%,3%,nt,nt,nt,0.1%
CC(C)(C)Nc1nc(Cl)nc(N(C#N)CN2C(=O)c3ccccc3S2(=O)=O)n1,-5%[9.22 µM],1%,-7%,-4%,-3%,-1%,-1.1%
O=C1OCCC1Sc1nnc(-c2ccccc2Br)n1Cc1ccccc1 (stereo unspecified),-8%,-2%,-6%,-1%,5%,7%,0.0%
Cc1ccccc1C(=O)NC1CC(C)(C)NC(C)(C)C1,-12%,2%,-5%[46.1 µM],-1%,1%[38.3 µM],nt,0.0%
COc1ccc(C2C(C#N)=C(N)OC(C(C)(C)C)=C2C#N)cc1OC (stereo unspecified),?,3%,-20%[46.1 µM],11%,-7%[38.3 µM],-3%,0.3%
O=C(O)Cn1nc(-c2ccccc2)oc1=O,13%,13%,-14%[46.1 µM],-3%,15%[38.3 µM],nt,4.9%
O=C(COc1cccnc1[N+](=O)[O-])Nc1ccc2c(c1)OC(F)(F)O2,8%,10%,1%,0%,13%,4%,-3.2%
O=C(Cc1cccc2ccccc12)NNC(=O)Nc1cccc(Cl)c1,-8%,0%,-26%[46.1 µM],0%,4%[38.3 µM],-8%,1.1%
CC1=CC(=C(C#N)c2nc3ccccc3s2)C=C(C)N1CC1CCCO1 (stereo unspecified),-28%,?,-35%,-2%,12%,-7%,?
CC(=O)Nc1ccc(S(=O)(=O)NC(CC(=O)N(C)Cc2ccccc2)C(C)C)cc1 (stereo unspecified),-23%,6%,-13%[46.1 µM],5%,nt,1%,-1.0%
CCOC(=O)C1(Cc2ccccc2)CCN(Cc2cnn(-c3ccccc3)c2)CC1,-18%[9.22 µM],8%,8%,nt,0%,-18%,2.3%
Cc1ccc(OCc2nc(-c3ccccn3)no2)cc1,-16%,0%,-7%[46.1 µM],8%,-8%[38.3 µM],nt,-0.2%
CCC(=O)N1CCN(c2ccc(NC(=O)COc3ccccc3[N+](=O)[O-])cc2)CC1,-23%,-14%,3%,1%,11%,2%,-2.8%
N#C/C(=C/c1ccc(N2CCOCC2)o1)C(=O)N1CCOCC1,2%,1%,-20%,2%,20%,-10%,8.0%
CCCCN1C=C(C(=O)OC)C(c2ccccc2Cl)C(C(=O)OC)=C1,16%,?,-54%,2%,16%,91%[activator],-3.6%
Cc1cccc(C)c1NC(=O)Cn1cnc2c(=O)n(C)c(=O)n(C)c21,-9%,11%,-9%[46.1 µM],9%,1%[38.3 µM],-1%,2.6%
# Other records follow:
SMILES,HttQ103 aggreg,CBFb RUNX1 block,NPSR antag,Luc counter,IMPase Li cell,L3MBTL1 block,Epigenetic derep
O=C(c1ccco1)N1CCN(C/C=C/c2ccccc2)CC1,20%,2%,-6%[46.1 µM],nt,nt,0%,-0.1%
Cc1cccc(-n2nnnc2SCn2nnc3ccccc3c2=O)c1,?,-4%,-7%[46.1 µM],1%,12%[38.3 µM],4%,5.3%
CC(NC(=O)c1cn(C)c2ccc(S(=O)(=O)N3CCCC3)cc2c1=O)c1ccc2c(c1)OCCO2 (stereo unspecified),5%,3%,-18%[46.1 µM],-1%,1%[38.3 µM],0%,-1.1%
C/C(=N/NC(=O)c1ccoc1C)c1ccc(NC(=O)c2ccncc2)cc1,19%,-3%,7%,-21%,5%,-4%,1.4%
CCOC(=O)NC(=O)/C(C#N)=C/c1ccc(N(C)C)cc1,-12%[9.22 µM],3%,-6%,nt,nt,-6%,0.9%
Cc1ccc(C(=O)COC(=O)CCc2ccc(S(=O)(=O)N3CCCCC3)cc2)cc1,1%,2%,-10%[46.1 µM],2%,-11%,12%,1.3%
C[C@@]1(O)C(O)[C@@H](CO)O[C@H]1n1cnc2c(NC3CCCC3)nc(Cl)nc21 (stereo partly specified),nt,6%,nt,1%,-6%,nt,-1.1%
O=C(Nc1cccnc1Cl)C1c2ccccc2Oc2ccccc21,10%,1%,-20%[46.1 µM],0%,3%[38.3 µM],6%,-1.9%
CCNC(=S)N/N=C/c1cc(Br)cc(Br)c1OC,-6%,2%,-12%[46.1 µM],20%,35%[38.3 µM],nt,-1.0%
C#CC[N+](C)(C)CCCCCCCCCCCC,?,0%,-18%,0%,28%,13%,0.0%
C=CCn1c(SCC(=O)C(C)(C)C)nnc1-c1ccccn1,4%,-20%,14%[46.1 µM],3%,9%,4%,0.0%
O=C(NCC1CCCO1)/C(=C\c1ccco1)NC(=O)c1ccccc1 (stereo unspecified),5%,-1%,1%[46.1 µM],0%,1%[38.3 µM],32%[activator],0.0%

# Complete entries as entered above:
# `C[C@@]1(O)C(O)[C@@H](CO)O[C@H]1n1cnc2c(NC3CCCC3)nc(Cl)nc21` (stereo partly specified) is entered as HttQ103 aggreg: nt; CBFb RUNX1 block: 6%; NPSR antag: nt; Luc counter: 1%; IMPase Li cell: -6%; L3MBTL1 block: nt; Epigenetic derep: -1.1%
# `C/C(=N/NC(=O)c1ccoc1C)c1ccc(NC(=O)c2ccncc2)cc1` is entered as HttQ103 aggreg: 19%; CBFb RUNX1 block: -3%; NPSR antag: 7%; Luc counter: -21%; IMPase Li cell: 5%; L3MBTL1 block: -4%; Epigenetic derep: 1.4%

# Compound activity from PubChem.
